IL1B secr inh: qHTS for Inhibitors of Inflammasome Signaling: IL-1-beta AlphaLISA Primary Screen; THP-1 LPS/ATP IL-1B secretion, AlphaLISA, 16 h; hits give low values; AID 743279, 2014; activity change, % at 57.5 µM; actives 4.7% (n = 360,000); in the data active means activity change below about -50%; inconclusive means mostly about -30% to -49%; further: on the % scale 0 is the no-effect control and ±100 the full control effect
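THP-1 cells pretreated 1 hr with compounds (up to 57.5 uM final), then stimulated with LPS (250 ng/mL final) plus ATP (1.25 mM final); secreted IL-1B measured by AlphaLISA after 16 hr, decreased signal indicating inhibition.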
SW480 rerep: A quantitative high throughput screen for small molecules that induce DNA re-replication in SW480 colon adenocarcinoma cells | actives 1.8% (n = 340,000) | Potency, µM (highest dose often 46.1 µM), for inactives: at the top dose re-replication activation, hits mostly activators | SW480 DNA re-replication, Hoechst DNA content imaging, 48 h; further: potency means the concentration at half of the fitted maximal effect; % of control where 0% means no effect; nearly all actives have a fitted effect of over 55% in size
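Treated cells incubate 48 hr (37 C, 5% CO2), are stained 40 min with Hoechst, and nuclear fluorescence is enumerated; a rise in nuclei with high DNA signal marks re-replication.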
KB-3-1 tox: qHTS assay for MDR1-selective chemotherapeutics: Primary screen using the parental adenocarcinoma cell KB-3-1. KB-3-1 viability, CellTiter-Glo ATP luminescence, 72 h. actives 1.4% (n = 400,000). Potency, µM (series often up to 46.1 µM), inactives show at the highest dose activity change, negative = cytotoxic, hits mostly cytotoxic; further: potency means the concentration at half of the fitted maximal effect; on the % scale 0 is the no-effect control and ±100 the full control effect; nearly all actives have a fitted effect of over 60% in size
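Cytotoxicity in the drug-sensitive parental line KB-3-1 was scored as loss of CellTiter-Glo luminescence following 72 h incubation with compound. Values come from curve fitting of normalized concentration-response data.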
D3 ag: qHTS of D3 Dopamine Receptor Agonist: qHTS; actives 0.58% (n = 410,000); max activation, %; D3R DiscoveRx beta-arrestin cells, luminescence, 90 min; AID 652048, 2013; D(3) dopamine receptor (Homo sapiens), P35462; in the data active means max activation above about 30%; further: 0% is about no effect; mostly tested at two doses, the higher about 12 µM
Target sequence (P35462 whole entry, looked up): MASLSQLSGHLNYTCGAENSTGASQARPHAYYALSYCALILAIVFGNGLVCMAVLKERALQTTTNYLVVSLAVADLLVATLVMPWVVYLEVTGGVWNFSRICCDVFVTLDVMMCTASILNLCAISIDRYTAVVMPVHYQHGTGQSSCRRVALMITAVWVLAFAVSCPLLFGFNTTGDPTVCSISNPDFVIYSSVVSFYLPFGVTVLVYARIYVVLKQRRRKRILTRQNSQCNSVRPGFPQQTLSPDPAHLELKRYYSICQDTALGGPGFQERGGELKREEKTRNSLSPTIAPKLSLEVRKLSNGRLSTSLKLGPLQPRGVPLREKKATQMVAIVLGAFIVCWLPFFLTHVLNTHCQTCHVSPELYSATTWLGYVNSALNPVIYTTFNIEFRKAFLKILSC
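Agonist mode: compounds and dopamine controls were applied to plated cells for 90 min at 37 degrees C after an overnight attachment at 1500 cells/well. Luminescent read-out followed 30 - 60 minutes at room temperature with DiscoveRx detection reagent.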
KB-V1 cytotox: qHTS assay for MDR1-selective chemotherapeutics: Primary screen using the drug-selected MDR subline cells KB-V1 | KB-V1 MDR cells viability, CellTiter-Glo, 72 h | Potency, µM (series often up to 46.1 µM), inactives show at the top dose activity change, negative = cytotoxicity, actives largely listed as cytotoxic | actives 3.4% (n = 400,000); further: potency means the concentration at half of the fitted maximal effect; on the % scale 0 is the no-effect control and ±100 the full control effect; nearly all actives have a fitted effect of over 60% in size
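qHTS viability screen in drug-selected KB-V1 MDR cells: 72 h compound treatment at 37 degrees C, ATP luminescence end point.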
MCF10A rereplic: A quantitative high throughput screen for small molecules that induce DNA re-replication in MCF 10a normal breast cells | MCF 10A DNA re-replication, Hoechst nuclear intensity, 48 h | Potency, µM (titrated, usually from 46.1 µM), inactives show at the top dose activity, positive = re-replication, usual class: activators | actives 2.9% (n = 350,000) | AID 624296, 2012; further: potency means the concentration at half of the fitted maximal effect; % of control where 0% means no effect; nearly all actives have a fitted effect of over 50% in size
HEK293 tox: qHTS of GLP-1 Receptor Inverse Agonists: Cytotox Screen; actives 0.13% (n = 410,000); HEK293 cAMP-luciferase reporter cells, luminescence, 24 h; Potency, µM (highest dose often 38.3 µM), without a hit: top-dose activity change, negative = inhibition, actives largely listed as inhibitors; AID 624418, 2012;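 further: loss of luciferase light is scored as toxicity; potency means the concentration at half of the fitted maximal effect; on the % scale 0 is the no-effect control and ±100 the full control effect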
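1536-well qHTS counterscreen of the MLSMR; 200 cells/uL, 12 h pre-incubation, 23 nL cpd, 24 h at 37 deg C 5% CO2, luciferase detection reagent, 12 min RT, luminescence. Inhibition = undesired.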
HT1080NT lethal: qHTS for induction of synthetic lethality in tumor cells producing 2HG: qHTS for the HT-1080-NT fibrosarcoma cell line | HT-1080-NT fibrosarcoma viability, CellTiter-Glo ATP luminescence, 48 h | actives 1.6% (n = 360,000) | Potency, µM (doses to about 46.1 µM), for inactives: at the highest dose activity, negative = less viability, actives largely listed as cytotoxic | AID 686970, 2013;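 further: NT is the 2HG producing partner of a matched IDH1 knockdown line; potency means the concentration at half of the fitted maximal effect; 0% = DMSO-treated cells and -100% = media-only wells without cells; nearly all actives have a fitted effect of over 55% in size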
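750 cells/well, RPMI + 5% FBS; 2 h settle, compound pin-transfer, 48 h at 37 degrees C. CellTiter-Glo 10 min RT, luminescence. Normalized to DMSO and media-only wells.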
HT1080 IDH1KD tx: qHTS for induction of synthetic lethality in tumor cells producing 2HG: qHTS for the HT-1080-IDH1KD cell line. Potency, µM (titrated, usually from 46.1 µM), without a hit: at the highest dose activity, negative = toxicity, usual class: cytotoxic. actives 2% (n = 360,000). HT-1080 IDH1 knockdown viability, ATP luminescence, 48 h;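 further: potency means the concentration at half of the fitted maximal effect; 0% = DMSO wells and -100% = cell-free medium wells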
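After a 2 h attachment period, IDH1KD HT-1080 cells took pin-transferred compound for 48 h at 37 °C; ATP-based luminescence after 10 min room-temperature reagent incubation reported viability.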
Starred values were filed as active, the others as inactive; [ ] = remark or other dose. Unless noted, the call rests on the fitted dose curve; in most records, active means well fitted curve in the direction sought with a large enough effect; inconclusive means small, poorly fitted or top-dose-only effect, or another doubt; inactive means no such curve, though single readings can be large; an effect the other way counts as inactive or inconclusive.

For O=C(NCCN1CCCCC1)/C(=N\O)c1ccccc1 the results were IL1B secr inh -3.1, SW480 rerep -3.4%, KB-3-1 tox -5.6%, D3 ag -2.9, KB-V1 cytotox inconclusive, MCF10A rereplic -5.1%, HEK293 tox 2.2%, HT1080NT lethal -0.3% and HT1080 IDH1KD tx -0.9%.
Screening O=C(COc1ccccc1)N(Cc1cccnc1)c1nc2c(F)cccc2s1 returned KB-3-1 tox 4.0%, D3 ag 6.6, KB-V1 cytotox -0.1% and HEK293 tox -7.4%.
For COc1ccc(S(=O)(=O)NNC(=O)Nc2ccc(F)cc2)cc1 the results were IL1B secr inh 52.0, SW480 rerep -0.3%, KB-3-1 tox -5.0%, D3 ag -3.2, KB-V1 cytotox 18.4%, MCF10A rereplic 1.5%, HEK293 tox 1.4%, HT1080NT lethal -2.0% and HT1080 IDH1KD tx -2.2%.
For Cc1nc(CS(=O)(=O)c2ccccc2)cc(Sc2ccc(Cl)cc2Cl)n1 the results were IL1B secr inh 3.3, SW480 rerep -2.1%, KB-3-1 tox -0.6%, D3 ag -6.3, KB-V1 cytotox -3.7%, MCF10A rereplic -3.1%, HEK293 tox -5.2%, HT1080NT lethal -6.1% and HT1080 IDH1KD tx -0.3%.
Screening CC(C)(C)OC(=O)C[C@@H]1C/C=C\C[C@H](CC(=O)N(CCO)Cc2ccccc2)C(=O)N2CCC[C@H]2COC1=O returned IL1B secr inh -2.4, SW480 rerep -12.0%, KB-3-1 tox -7.2%, D3 ag 14.5, KB-V1 cytotox -12.0%, MCF10A rereplic 4.3%, HEK293 tox 2.8%, HT1080NT lethal 0.9% and HT1080 IDH1KD tx 2.2%.
Screening Cc1ccc(S(=O)(=O)n2c([N+](=O)[O-])cnc2C)cc1C returned IL1B secr inh -0.9, SW480 rerep -3.4%, KB-3-1 tox 7.5%, D3 ag 4.8, KB-V1 cytotox 6.7%, MCF10A rereplic 14.8%, HEK293 tox 6.4%, HT1080NT lethal 16.0% and HT1080 IDH1KD tx 5.6%.
For CCc1nnc(NC(=O)c2nc(SCc3ccc(F)cc3)ncc2Cl)s1 the results were KB-3-1 tox 3.1%, D3 ag 0.6, KB-V1 cytotox 19.1% and HEK293 tox -5.6%.
Screening COc1cc(N2C(=O)CSC23C(=O)N(Cc2cccc(F)c2)c2ccccc23)cc(OC)c1OC (stereo not given) returned KB-3-1 tox 1.7%, D3 ag -11.1, KB-V1 cytotox -19.2% and HEK293 tox 4.0%.
CC(C)(C)NCCOc1ccc2ccccc2c1 was read as IL1B secr inh -9.1, SW480 rerep -33.6%[inhibitor], KB-3-1 tox -0.7%, D3 ag -6.0, KB-V1 cytotox -1.5%, MCF10A rereplic -10.8%, HEK293 tox 13.8%, HT1080NT lethal -2.3% and HT1080 IDH1KD tx -2.8%.
Cc1cc(C)cc(NC(=O)CSc2nc(=O)n3cc(C)ccc3n2)c1 was read as IL1B secr inh -7.3, SW480 rerep 3.8%, KB-3-1 tox 3.1%, D3 ag 3.8, KB-V1 cytotox -7.5%, MCF10A rereplic -25.3%, HEK293 tox -2.6%, HT1080NT lethal -2.7% and HT1080 IDH1KD tx 1.7%.
`CCOC(=O)C(NS(=O)(=O)c1ccccc1)(C(F)(F)F)P(=O)(OCC(C)C)OCC(C)C` (stereo not given) gave IL1B secr inh 9.5, SW480 rerep -2.9%[9.22 µM], KB-3-1 tox -22.1%, D3 ag 3.7, KB-V1 cytotox 1.7%, MCF10A rereplic inconclusive, HEK293 tox 12.4%, HT1080NT lethal inconclusive and HT1080 IDH1KD tx inconclusive.
`Cc1nnc2n(-c3ccccc3)c(=O)c3ccccc3n12` gave IL1B secr inh -1.6, SW480 rerep -3.9%, KB-3-1 tox inconclusive, D3 ag -2.3, KB-V1 cytotox inconclusive, MCF10A rereplic -0.9%, HEK293 tox 8.0%, HT1080NT lethal 1.9% and HT1080 IDH1KD tx -0.6%.
CCOc1cc(C2CC(=O)NC(SCC)=C2C#N)ccc1O (stereo not given) was read as IL1B secr inh -7.1, SW480 rerep -22.0%, KB-3-1 tox 16.1%, D3 ag -2.5, KB-V1 cytotox 3.9%, MCF10A rereplic -5.1%, HEK293 tox 8.6%, HT1080NT lethal 3.6% and HT1080 IDH1KD tx 17.8%.
Cc1cc(S(=O)(=O)NCCN2CCOCC2)c(C)s1 was read as IL1B secr inh 10.1, SW480 rerep -7.2%, KB-3-1 tox -0.8%, D3 ag 15.5, KB-V1 cytotox -12.0%, MCF10A rereplic -4.4%, HEK293 tox -20.5%, HT1080NT lethal 2.5% and HT1080 IDH1KD tx 2.4%.
O=C(NC1CCNCC1)C1CCCCC1 was read as IL1B secr inh 16.1, SW480 rerep -5.7%, KB-3-1 tox 0.0%, D3 ag 3.5, KB-V1 cytotox 6.6%, MCF10A rereplic -10.2%, HEK293 tox -4.1%, HT1080NT lethal 6.2% and HT1080 IDH1KD tx 9.0%.
For COc1ccc(S(=O)(=O)N2C3CCC2CC(NC(=O)C2CC2)C3)cc1 (stereo not given) the results were IL1B secr inh 1.0, SW480 rerep 2.0%, KB-3-1 tox -2.0%, D3 ag -8.5, KB-V1 cytotox 4.2%, MCF10A rereplic -4.0%, HEK293 tox -12.9%, HT1080NT lethal 14.8% and HT1080 IDH1KD tx 18.2%.
`COc1ccc(CCN(C)C(=O)C2CCN(Cc3ccc(C)cc3)CC2)cc1OC` gave IL1B secr inh -5.5, SW480 rerep 10.2%, KB-3-1 tox inconclusive, D3 ag -0.2, KB-V1 cytotox -23.5%, MCF10A rereplic -15.7%, HEK293 tox -2.2%, HT1080NT lethal 11.2% and HT1080 IDH1KD tx 1.1%.
O=C(NC1CCCN(Cc2ccc(Cl)cc2)C1)c1ccoc1 (stereo not given) was read as IL1B secr inh -19.7, SW480 rerep 2.7%, KB-3-1 tox -2.2%, D3 ag -20.3, KB-V1 cytotox -20.6%, MCF10A rereplic 7.6%, HEK293 tox -5.4%, HT1080NT lethal 0.4% and HT1080 IDH1KD tx -6.2%.
For N#CCCN(C(=O)COC(=O)CCc1nc2ccccc2c(=O)[nH]1)c1ccccc1F the results were IL1B secr inh -5.7, SW480 rerep -1.8%, KB-3-1 tox inconclusive, D3 ag -0.8, KB-V1 cytotox inconclusive, MCF10A rereplic 7.3%, HEK293 tox 2.6%, HT1080NT lethal 1.5% and HT1080 IDH1KD tx -7.8%.
For O=C(NCc1cccc(OC(F)(F)F)c1)c1ccc2c(c1)S(=O)(=O)c1cc(Cl)ccc1C2=O the results were IL1B secr inh 9.3, SW480 rerep -2.8%, KB-3-1 tox 28.0%, D3 ag 5.4, KB-V1 cytotox 0.0%, MCF10A rereplic 2.3%, HEK293 tox -6.1%, HT1080NT lethal 0.0% and HT1080 IDH1KD tx -1.0%.
`COc1ccc(CNC(=O)COC(=O)CCS(=O)(=O)c2ccc(C)cc2)cc1OC` gave IL1B secr inh -0.6, SW480 rerep -1.1%, KB-3-1 tox -3.2%, D3 ag -0.5, KB-V1 cytotox 3.5%, MCF10A rereplic 4.1%, HEK293 tox -2.9%, HT1080NT lethal 1.2% and HT1080 IDH1KD tx 6.1%.
`C=CCn1c(=N)c(C(=O)NCCCOC)cc2c(=O)n3cc(C)ccc3nc21` gave IL1B secr inh -20.3, SW480 rerep inconclusive, KB-3-1 tox 0.1%, D3 ag 2.0, KB-V1 cytotox inconclusive, MCF10A rereplic 8.2µM*, HT1080NT lethal 1.3% and HT1080 IDH1KD tx 19.2%.
N#CCCN(Cc1cccnc1)C(=S)NC(=O)c1ccc(S(=O)(=O)N2CCCC2)cc1 was read as IL1B secr inh 18.9, SW480 rerep -3.2%, KB-3-1 tox -1.1%, D3 ag -5.8, KB-V1 cytotox 7.2%, MCF10A rereplic -1.3%, HEK293 tox -0.3%[0.307 µM], HT1080NT lethal 2.9% and HT1080 IDH1KD tx 2.9%.
Screening CCCNC(=O)C(=O)NCC(c1ccc2c(c1)OCO2)N1CCN(c2ccc(F)cc2)CC1 (stereo not given) returned IL1B secr inh 15.5, SW480 rerep -35.7%[inhibitor], KB-3-1 tox 3.3%, D3 ag -2.7, KB-V1 cytotox 7.1%, MCF10A rereplic 3.8%, HEK293 tox -11.4%, HT1080NT lethal 14.1% and HT1080 IDH1KD tx 9.5%.
`CN(C)/C=C/C(=O)c1ccc(F)cc1F` gave IL1B secr inh 9.9, SW480 rerep -9.8%, KB-3-1 tox -6.3%, D3 ag -8.8, KB-V1 cytotox 5.5%, MCF10A rereplic -1.1%, HEK293 tox 0.8%, HT1080NT lethal -0.1% and HT1080 IDH1KD tx -3.3%.
`COc1ccc(N=C2NC(=O)S/C2=C\c2ccc(N(C)C)cc2)cc1` gave IL1B secr inh -14.4, SW480 rerep 23.4%, KB-3-1 tox 1.8%, D3 ag -15.8, KB-V1 cytotox -6.4%, MCF10A rereplic inconclusive, HEK293 tox -5.8%, HT1080NT lethal -11.2% and HT1080 IDH1KD tx -21.1%.
O=C(/C=C/c1ccco1)Nc1ccc2c(c1)OCO2 was read as IL1B secr inh -28.4, SW480 rerep inconclusive, KB-3-1 tox inconclusive, D3 ag 4.7, KB-V1 cytotox inconclusive, MCF10A rereplic inconclusive, HEK293 tox -8.6%, HT1080NT lethal 13µM* and HT1080 IDH1KD tx 20.6µM*.
